mcGAS inh: blocks mouse cGAS activity; AID 1259399; inhibition, % at 12.5 µM; recombinant cGAS, Kinase-Glo ATP depletion luminescence; 160,000 compounds, 0.15% hits; Q8C6L5;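 note: 0% = negative control wells and 100% = reference inhibitor with no enzyme activity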
NPYLR7 agonist: mosquito NPYLR7 agonism; HEK293T NPYLR7/Galpha15, GCaMP6s calcium fluorescence; activation, % at 10 µM; 270,000 compounds, 0.15% hits; in the data active = activation above about 40%;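 note: 0% = vehicle and 100% = reference agonist at the receptor; some compounds past the cut are filed as inactive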
hcGAS lum: blocks human cGAS activity | Q8N884 | recombinant h-cGAS, ATP depletion, Kinase-Glo luminescence | inhibition, % at 12.5 µM | 290,000 compounds, 0.081% hits | AID 1259398;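 note: 0% = vehicle reaction and 100% = reaction without DNA for no activity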
Target sequence (Q8N884 whole entry, looked up): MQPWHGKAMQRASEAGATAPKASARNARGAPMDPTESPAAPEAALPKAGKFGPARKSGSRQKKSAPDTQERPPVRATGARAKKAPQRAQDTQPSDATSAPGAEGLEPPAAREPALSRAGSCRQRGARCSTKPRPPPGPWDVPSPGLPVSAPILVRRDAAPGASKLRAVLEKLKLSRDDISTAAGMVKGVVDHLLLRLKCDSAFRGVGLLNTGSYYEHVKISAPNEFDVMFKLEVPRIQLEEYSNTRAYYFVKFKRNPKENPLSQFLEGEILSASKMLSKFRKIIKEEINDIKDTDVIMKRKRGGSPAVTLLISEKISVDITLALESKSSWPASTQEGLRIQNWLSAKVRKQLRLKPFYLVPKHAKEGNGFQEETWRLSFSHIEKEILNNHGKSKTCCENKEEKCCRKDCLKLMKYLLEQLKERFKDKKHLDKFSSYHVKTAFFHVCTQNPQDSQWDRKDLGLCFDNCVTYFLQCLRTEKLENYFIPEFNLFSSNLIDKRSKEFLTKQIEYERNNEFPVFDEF
The depositor's hits bear a star; / = no result given; & = joins results of further samples. Cut-off read from the data, not from the text of the source, unless noted: active = inhibition above about 40%; inactive = the rest. These rows are one share of the data; rates above refer to the full screens.

molecule	mcGAS inh	NPYLR7 agonist	hcGAS lum
CC(Cc1ccc(OCC(=O)O)cc1)NCC(O)c1cccc(Cl)c1 (configuration not stated)	-4	7	-4
O=C(O)[C@@H]1CCN1	-2	5	-2
O=C1CSC2(CCNCC2)N1c1ccc(Cl)cc1	/	14	-9
COc1cc(-n2c(=S)[nH]c3ccccc3c2=O)c(Cl)cc1Cl	4	1	-8
Cc1cccc(Cn2cccc(C(=O)Nc3cc(C)on3)c2=O)c1	/	15	-16
N#CC(C#N)=NNc1ccc(F)cc1	/	15	-3
Cc1cc(N2C[C@H](c3cc(F)cc(F)c3)[C@@H]3[C@H]2C2CCN3CC2)nc(N)n1	/	6	-1
COc1ccccc1[C@H]1CN(C(=O)c2ocnc2C)[C@@H]2C3CCN(CC3)[C@H]12	/	3	-5
Cc1cccc(C)c1OP(N)(=O)OCC(F)(F)F (configuration not stated)	/	6	-1
CCCCc1noc(CN2CCC(c3c[nH]c4ccccc34)CC2)n1	-16	-3	-5
CC(C)CC(C)NC(=O)C1CC=CCC1C(=O)N1CCC(C#N)(c2ccccc2)CC1 (configuration not stated)	-2	-10	-11
CN(C)c1ccc(P(=S)(N2CCCCC2)N2CCCCC2)cc1	/	-4	0
COc1cc2c(c(OC)c1OC)-c1ccc(O)c(=O)cc1[C@@H](NC(C)=O)CC2	-3	-9	-3
C=CCN1C(=O)NC(=O)/C(=C/c2ccc(OCC(=O)O)c(OC)c2)C1=O	-3	2	-2
Cc1cc(Cc2c(O)[nH]c(=S)[nH]c2=O)ccc1OC(C)C	-7	3	-3
NC(=O)c1ccccc1NC(=O)c1cccn(Cc2c(F)cccc2Cl)c1=O	/	8	-5
CCC(C)c1ccc(-n2c(CC(C)CC(C)(C)C)nc3ccccc3c2=O)cc1 (configuration not stated)	-6	5	-5
CC(Cc1c(F)cccc1F)NCc1cccc(O)c1 (configuration not stated)	-11	-2	-8
Cn1c(CCCC(=O)O)nc2cc(N(CCCl)CCCl)ccc21	-9	-6	-4
Cc1[nH]c(=O)[nH]c(=O)c1CN1C[C@@H](c2ccccc2)[C@@H]2[C@H]1C1CCN2CC1	/	-1	4

Continuation:
molecule	mcGAS inh	NPYLR7 agonist	hcGAS lum
CSc1ccccc1C(=O)C1CCCN(Cc2ccc(C)s2)C1 (configuration not stated)	2	-18	-2
CCCC12CN3CC(C)(CN(C1)C3(C)C)C2=O	/	1	-6
C=CCOC(=O)C1=C(C)OC(=N)C(C#N)C12C(=O)Nc1ccc(Cl)cc12 (configuration not stated)	1	-2	-2
COc1ccc(N2C(=O)CC(=O)NC2=S)cc1	/	-15	-2
CC(C)NC(=O)CNC(C)Cn1cncn1 (configuration not stated)	/	16	1
CCC(CC)C(=O)Nc1ccc2[nH]cc(CCN3CCCC3)c2c1	-9	16	-7
CCNC(=O)C(C1CCCC1)N1CCN(C(=O)Cc2ccc(OC)cc2)CC1 (configuration not stated)	-5	11	-2
N#CC(C#N)=Cc1ccc(-c2ccccc2)cc1	49*	-2	-4
Cc1ccc(C(=O)C(C)(C)NO)cc1	-5	-5	-1
NC(Cc1ccccc1)c1csc(Nc2ccccn2)n1 (configuration not stated)	/	-1	-6
O=C(c1cn(Cc2ccccc2C(F)(F)F)nn1)N1C[C@H]2C[C@@H](C1)c1cccc(=O)n1C2	/	3	-7
O=C1OC2(CCN(Cc3cc(=O)[nH]c(C4CC4)n3)CC2)c2ccccc21	/	3	-1
CCc1[nH]c2c(CNC(=O)CN3CCCC3=O)cc(F)cc2c1C	-12	8	-4
CO[C@H]1CC=C2CCN3CCC4=C(CC(=O)OC4)[C@]23C1	-4	-2	0
COc1ccc(C=C2C(=O)NC(=S)NC2=O)cc1O	-7	-2	-5
Cc1ccc(C(O)(C(=O)NNC(=O)CN2CCN(C)CC2)c2ccc(C)cc2)cc1	-5	2	-9
O=C(c1cc(Cl)c[nH]1)C(Cl)(Cl)Cl	/	-1	-5
Cc1ccccc1N1CCN(C2CCCN(C(=O)COc3ccc(Cl)cc3)C2)CC1 (configuration not stated)	/	0	-6
N#CC1C(=N)N2Cc3ccccc3CC2C1=O (configuration not stated)	-13	0	-8
Fc1cc(Br)ccc1C1NCCc2[nH]cnc21 (configuration not stated)	/	-2	-6

Next compounds:
molecule	mcGAS inh	NPYLR7 agonist	hcGAS lum
Cc1ccc(CC(C)NC(=O)CCN2C(=O)CCC2=O)c(C)c1 (configuration not stated)	/	8	1
CN(CCN1CCCCCC1)C(=O)Cc1ccc2c(c1)NC(=O)CO2	/	-3	-1
Cc1ccc(-c2nccn2CCc2cnc[nH]2)c(C)c1F	/	13	-2
Cc1noc(C)c1NC(=O)NC1C2COCC1CN(CC1CC1)C2 (configuration not stated)	/	17	-7
O=S(=O)(c1cc(Cl)cc(Cl)c1O)N1CCN(CCOC(c2ccccc2)c2cccc(C(F)(F)F)c2)CC1 (configuration not stated)	-4	6	0
OC1CCN(C2CCNCC2)CC1	-8	4	-4
Oc1ccc(N2CCNCC2)cc1	-9	12	-8
Cc1cnc(CN(C)CCc2ccc(Br)cc2)cn1	/	3	-10
Brc1ccc(C2CC(c3cccnc3)=Nc3nnnn32)cc1 (configuration not stated)	/	3	-5
COc1ccc(C2NCc3ccc4c(c3-n3cccc32)OCO4)cc1O (configuration not stated)	/	2	3
NCC1(c2ccc3c(c2)OCCO3)CCOCC1	-4	15	-10
C=CCN1CC[C@]23c4c5ccc(O)c4O[C@H]2/C(=N\NC(=O)c2ccccc2)CC[C@@]3(O)[C@H]1C5	-4	0	-4
Cn1c(O)c(C=Nc2ncccn2)c(=O)n(C)c1=O	/	3	1
COc1ccccc1CC(C)N(C)C(=O)CN1CCCN(C)CC1 (configuration not stated)	/	6	-1
CNC(=O)N(C)c1nnc(C(C)(C)C)s1	/	-12	3
Cc1ccc2c(c1)CCCN2C(=O)CN1CC=C(c2cnn(C)c2)CC1	-16	11	-2
FC(F)(F)c1cccc(C(OCCN2CCN(Cc3ccncc3)CC2)c2ccccc2)c1 (configuration not stated)	-5	12	-2
Clc1cccc(C2NCCc3[nH]cnc32)c1Cl (configuration not stated)	/	-3	-3
COc1ccc(CC(=O)N2CCN(CC(OCc3c(F)cccc3F)c3ccc(Cl)cc3)CC2)cc1 (configuration not stated)	-6	/	-3
CCOC(=O)[C@@H]1[C@@H](c2ccccc2)CN2CCN(C(=O)c3ocnc3C)C[C@H]12	-6	7	-3

(cont.)
molecule	mcGAS inh	NPYLR7 agonist	hcGAS lum
CN(c1cccnn1)C1CCNCC1	-5	7	0
Cc1cccc(C2SCC(=O)N(CC(=O)O)c3c2c(C(C)(C)C)nn3-c2cccc(F)c2)c1 (configuration not stated)	-5	-5	-1
CNC(=O)CON1CC1(C(F)(F)F)C(F)(F)F (configuration not stated)	-5	/	-1
CCOC(=O)c1ccc(-c2ccc(C=C3C(=O)N(C)C(=O)N(C)C3=O)o2)cc1	-3	-11	-3
CCC/C=C/c1cccc(N2CCNCC2)n1	/	3	-5
COc1ccccc1Nc1nnc(CC(=O)N2CCN(C3CCCCC3)CC2)s1	/	21	-3
Cc1ccc(-n2c(=S)[nH]c3ccccc3c2=O)cc1F	-4	-4	-3
O=C1c2ccccc2-c2onc3c(Cl)cc(N4CC4)c1c23	/	23	2
NCC(O)c1cc(O)c(O)cc1F (configuration not stated)	-4	7	-6
N#Cc1cc(F)c(N2CCOCC2)cc1Cl	/	2	-7
COc1ccccc1C=C1C(=O)NC(=S)NC1=O	-3	1	-9
CC(C)Oc1cccc(C(=O)C2CCCN(CC(=O)NC3CC3)C2)c1 (configuration not stated)	-12	-1	-3
CN1CCC(O)(c2ccc(F)cc2)C(C(=O)c2ccc(F)cc2)C1 (configuration not stated)	/	-9	-1
COCCCNC(=O)CN1C(=O)CSC(c2cccc(C)c2)c2c(-c3ccccc3)nn(-c3ccccc3Cl)c21 (configuration not stated)	3	-5	1
CC(=O)OCc1ccc(CN2CCN(CCOC(c3ccccc3)c3cccc(C(F)(F)F)c3)CC2)o1 (configuration not stated)	-4	15	-2
O=S(=O)(c1ccc(F)cc1)N1CCN(CCOC(c2ccccc2)c2ccccc2)CC1	-1	-4	5
CN1C(=O)C2(CCN(Cc3nc(-c4ccco4)no3)CC2)c2ccccc21	/	-4	-2
CC(=O)OCC1=C(C(=O)O)N2C(=O)[C@@H](NC(=O)CCCC(N)C(=O)O)C2SC1 (some centres not stated)	/	-4&-11	-4&-1
N#Cc1ccc(NC(=O)C2CCN(C3=NS(=O)(=O)c4ccccc43)CC2)cc1Cl	16	4	11
CCOC(=O)c1c(C)n(Cc2ccccc2)c2ccc(OC(=O)c3ccccc3Cl)cc12	-5	3	-2

The results go on.
molecule	mcGAS inh	NPYLR7 agonist	hcGAS lum
N=P(NS(=O)(=O)c1ccccc1)(c1ccccc1)c1ccccc1	/	-6	6
Cc1ccnc(CC(C)N(C)Cc2ccc(CN(C)S(C)(=O)=O)o2)c1 (configuration not stated)	/	-6	8
COCCNC(=O)c1nn(Cc2ccc(C(=O)N3CCOCC3)cc2)c2ccc(OC)cc12	-4	20	-7
CC(=O)c1ccc(S(=O)(=O)N2CCN(CCOC(c3ccccc3)c3ccc(F)c(F)c3)CC2)cc1 (configuration not stated)	-5	18	-4
CN1CC(=O)N(Cc2ccc(Cn3nc(C(=O)N4CCN(C(=O)C5CCCO5)CC4)c4ccccc43)cc2)c2ccccc2C1=O (configuration not stated)	-4	-4	-9
COc1ccc(CCN)cc1OC	/	-2	0
CC(=O)O[C@H]1C[C@H](O[C@H]2[C@@H](O)C[C@H](O[C@H]3[C@@H](O)C[C@H](O[C@H]4CC[C@@]5(C)C(CCC6C5C[C@@H](O)[C@]5(C)[C@@H](C7=CC(=O)OC7)CC[C@]65O)C4)O[C@@H]3C)O[C@@H]2C)O[C@H](C)[C@H]1O[C@@H]1O[C@H](CO)[C@@H](O)[C@H](O)[C@H]1O (some centres not stated)	/	7	-6
Cc1cc(CN2CCNCC2)on1	-2	5	8
O=C(Nc1nncs1)c1nn(Cc2cccc(Oc3ccccc3)c2)c2ccccc12	-4	18	-8
Cc1cccnc1-n1cc(C2=CCN(CC(=O)Nc3cnn(C)c3)CC2)cn1	-10	2	-7
CN1Cc2ccccc2[C@@H]2c3cccc4[nH]cc(c34)C[C@H]21	/	11	1
CCCCOC(=O)N1C[C@H](C(=O)OCC)[C@H]2c3ccccc3N(CC3CC3)C(=O)[C@]21C	-7	3	-9
COC(=O)CC1=C(C(=O)OC)C2(C(=O)N1)c1ccccc1OC(=N)C2C#N (configuration not stated)	/	-7	-4
FC(F)(F)c1nnc2n1N1C(=CSC1c1cccnc1)S2 (configuration not stated)	/	1	8
N#Cc1cc2c(=O)n3ccccc3nc2n(Cc2ccco2)c1=O	-2	2	-7
COc1ccc(N(C)C(=O)c2ccc(Cn3nc(C(=O)NCc4cnc(C)cn4)c4ccccc43)cc2)cc1	-4	-1	-1
CCN1CCCC1CNC(=O)C(O)(c1ccccc1)c1ccccc1 (configuration not stated)	/	-16	0
OC(Cc1ccncc1)C(Cl)(Cl)Cl (configuration not stated)	/	-2	-4
COC(=O)c1ccc(COC(CN2CCN(C(=O)Cc3ccc(F)cc3)CC2)c2cccc(OC)c2)cc1 (configuration not stated)	1	-9	-3
COc1cc(Br)c(CCN)cc1OC	/	3	-9

A different layout for part of the listing above.
> Cc1cccnc1-n1cc(C2=CCN(CC(=O)Nc3cnn(C)c3)CC2)cn1
  mcGAS inh = -10
  NPYLR7 agonist = 2
  hcGAS lum = -7

> CN1Cc2ccccc2[C@@H]2c3cccc4[nH]cc(c34)C[C@H]21
  mcGAS inh = /
  NPYLR7 agonist = 11
  hcGAS lum = 1

> CCCCOC(=O)N1C[C@H](C(=O)OCC)[C@H]2c3ccccc3N(CC3CC3)C(=O)[C@]21C
  mcGAS inh = -7
  NPYLR7 agonist = 3
  hcGAS lum = -9

> COC(=O)CC1=C(C(=O)OC)C2(C(=O)N1)c1ccccc1OC(=N)C2C#N (configuration not stated)
  mcGAS inh = /
  NPYLR7 agonist = -7
  hcGAS lum = -4

Additional compounds
molecule	mcGAS inh	NPYLR7 agonist	hcGAS lum
O=C(c1ncc(F)cc1F)N1CC[C@H]2CC[C@@H](C1)N2	-10	2	-4
CCOc1cccc(C(C)NC(=O)N2CCC3(CC2)OCCO3)c1 (configuration not stated)	/	0	-10
O=C(Cc1ccc(F)cc1)N1CCC(C(=O)O)(c2ccccc2)CC1	/	-27	0
C=CCC1(C(C)CCC)C(=O)NC(=S)NC1=O (configuration not stated)	/	-6	-3
O=C(c1cccnc1)C1CCCN(Cc2cc3ccccc3[nH]c2=O)C1 (configuration not stated)	-11	/	-11
c1ccc([C@H]2CN(Cc3ccccn3)[C@@H]3C4CCN(CC4)[C@H]23)cc1	/	6	-5
CN1C(=O)NC(=O)C(C)(C2=CCCCC2)C1=O (configuration not stated)	/	11&-18	6&-1
CCC(C)c1csc(C2CN3CCCC3CO2)n1 (configuration not stated)	/	-6	6
O=C(c1cc(Cl)cc(Cl)c1)N1CCN(CCOC(c2ccccc2)c2ccccc2)CC1	-5	22	-2
CC[C@@]1(O)C(=O)OCc2c1cc1n(c2=O)Cc2cc3ccccc3nc2-1	-6&-2&1	-1&-5	-5&2&2
O=C(c1nn(Cc2ccc(OCc3ccccc3)cc2)c2ccccc12)N1CCN(C(=O)C2CCCO2)CC1 (configuration not stated)	-4	8	-5
